# Source: PubChem
# Rac1 GTP hydrolysis – MgcRacGAP GTPase-activating activity inhibitors, confirmation, biochemical, ADP Hunter fluorescence; AID 624330, 2012; Rac GTPase-activating protein 1 (Homo sapiens); MgcRacGAP-stimulated Rac1 GTP hydrolysis, ADP Hunter fluorescence; higher % means a stronger effect; GST-tagged Rac1 F28L mutant substrate; 340,000 compounds, 0.6% hits; inhibition, % at 30 µM, or IC50 in µM where a hit was titrated;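 active means first-screen hits whose inhibition reached a set limit at any dose in the follow-up dose series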;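 further: fluorescence reports GDP produced by GAP-driven GTP hydrolysis; strong numbers were not always called active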
# NS5 inhibitors – Dengue-2 NS5 methyltransferase inhibitors, primary screen, biochemical, confirmation dose response (AID 588689). one-dose inhibition, % at 25 µM; IC50 in µM for titrated hits. 340,000 compounds, 0.3% hits. Dengue-2 NS5 methyltransferase capping enzyme assay, biochemical; higher % means a stronger effect; in the data active means a potency from the dose series
# NS5 inhibitors pilot replicate – also measured in NS5 inhibitors; calls as there; inhibition, %; measured here: pilot screen replicate inhibition
# * = called active by the depositor; & = joins results of further samples.
SMILES,Rac1 GTP hydrolysis,NS5 inhibitors,others
COc1cc(NC(=O)c2ccc(OCc3c(C)noc3C)c(OC)c2)cc(OC)c1,8%,-5%,
CC(Sc1nc(N)cc(=O)[nH]1)C(=O)Nc1ccc(N2CCOCC2)cc1 (stereo not given),14%,3%,
COc1ccc(CC(=O)OCC(=O)N2c3ccccc3CC2C)cc1OC (stereo not given),18%,1%,
CCN(C[C@H]1N[C@@](Cc2ccccc2)(C(=O)OC)[C@H]2C(=O)N(Cc3ccccc3)C(=O)[C@@H]12)C(=O)Nc1ccc(Cl)cc1,4%,-7%,
Cc1nc2ccccn2c(=O)c1NC(=O)c1ccco1,15%,-1%,
O=C(c1ccc2nc[nH]c2c1)N1CCN(S(=O)(=O)c2cccc(Cl)c2)CC1,6%,-3%,
O=C(NC1CCOC1=O)OCc1ccccc1 (stereo not given),6%,3%,
N#Cc1ccccc1NC(=O)COC(=O)c1cccs1,7%,-6%,
CC(=NNc1ccccc1)C(C)=NNc1ccccc1,0%,-4%,
CC1CCN(c2ccc3c(c2)S(=O)(=O)c2cccc(C(=O)NC[C@@H]4CCCO4)c2C3=O)CC1,5%,-30%,
COC(=O)C1(C)CCCC2(C)C1CCC13OCC(CC21)C(O)(C(C)C)C3O (stereo not given),13%,3%,
CCCOc1ccc(C(=O)CCC(=O)OCC(=O)N2CCN(S(=O)(=O)c3ccc(C)cc3C)CC2)cc1,5%,-1%,
COc1ccc(S(=O)(=O)N2CCOCC2)cc1NC(=O)/C=C/c1ccc(F)cc1,8%,-9%,
CCOc1ccc(NC(=O)/C(C#N)=C\c2ccc(N3CCCC3)c(C)c2)cc1,14%,-8%,
C[C@@H]1CN([C@@H](C)CO)C(=O)CCCn2nncc2CO[C@@H]1CN(C)S(=O)(=O)c1cccc(F)c1,8%,-4%,
C[C@@H]1CCCCO[C@H](CN(C)C(=O)Nc2cccc3ccccc23)[C@@H](C)CN([C@H](C)CO)C(=O)c2cc(NC(=O)c3ccccc3)ccc2O1,14%,-5%,
O=C(CC1C[C@H](C(=O)N2CCCCC2)[C@@]2(CCc3ccccc3)c3[nH]c4ccccc4c3CCN2C1=O)NCCC1=CCCCC1 (stereo not given in full),8%,7%,NS5 inhibitors pilot replicate=1.2
CC[C@]12c3[nH]c4cc(CCC(=O)N(C)C)ccc4c3CCN1C(=O)[C@@H](CC(=O)NCc1cccc(C(F)(F)F)c1)C[C@@H]2C(=O)N1CCN(C(=O)c2ccco2)CC1,9%,3%,NS5 inhibitors pilot replicate=0.6
C[C@@H]1CN([C@H](C)CO)C(=O)c2cc(NC(=O)Nc3ccc(C(F)(F)F)cc3)ccc2O[C@H]1CN(C)Cc1ccc(Cl)c(Cl)c1,5%,-6%,NS5 inhibitors pilot replicate=-0.3
COc1ccc(OCC(CO)N2CCN(c3ccccc3)CC2)cc1 (stereo not given),6%,-4%,
O=C(c1ccccc1)c1ccc[nH]1,10%,1%,
CC[C@@H]1CCCCc2ccccc2[C@H](C(=O)C[C@@H](O)CC(C)=O)OC1=O,6%,0%,
Cc1ccc(C(=O)Nc2ccccc2-c2ccccc2)cc1S(=O)(=O)Nc1ccccc1,10%,-6%,
Cn1c(=S)sc2ccc3ccccc3c21,2%,-2%,
CCN(c1ccccc1)S(=O)(=O)c1ccc(OC)c(NC(=O)c2ccc(=O)[nH]c2)c1,5%,2%,

# Looked up one by one from above:
SMILES,Rac1 GTP hydrolysis,NS5 inhibitors,others
O=C(NC1CCOC1=O)OCc1ccccc1 (stereo not given),6%,3%,
O=C(c1ccccc1)c1ccc[nH]1,10%,1%,

# The results go on.
SMILES,Rac1 GTP hydrolysis,NS5 inhibitors,others
COc1ccc(-c2ccc3oc(-c4ccsc4)cc(=O)c3c2)cn1,10%,-10%,
Cc1ccc(CNC(=O)C2CSC3(C)CCC(=O)N23)cc1 (stereo not given),1%,-4%,
Cc1ccc(NS(=O)(=O)c2ccc(C(=O)Nc3nncs3)cc2)cc1,9%,-15%,
COc1ccc(-c2cc(C(=O)N3CCCCCC3)c3ccccc3n2)cc1OC,9%,1%,
COc1ccc(C=C(C(=O)O)c2ccc(OC)cc2)cc1,2%,-5%,
CNc1snc(C)c1C(=O)OC(C)C(=O)NCc1ccccc1 (stereo not given),7%,8%,
Cc1ccc(S(=O)(=O)N2CCN(CCc3ccncc3)CC2)cc1,0%,5%,
CC(=O)c1ccc(OCCCC(=O)Nc2ccc(Cl)c(S(=O)(=O)N3CCOCC3)c2)cc1,7%,-3%,
O=C(NNC(=O)c1ccc2ccccc2c1)c1ccc(Cl)c(Cl)c1,12%,6%,
CCOc1cc(C(=O)N(Cc2ccccc2)c2ccc(C)cc2)ccc1OCC(=O)N1CCOCC1,5%,1%,
Cc1csc(=O)n1CC(=O)Nc1ccc(Cl)c(Cl)c1,4%,6%,
O=C(O)c1ccccc1-c1ccccc1C(=O)Nc1ccc2c(c1)C(O)c1ccccc1-2 (stereo not given),11%,3%,
COC(=O)c1ccc2c(c1)C(NC(C)=O)CCc1cc(OC)c(OC)c(OC)c1-2 (stereo not given),6%,-5%,
O=C(NCCCCCCNC(=O)OCc1ccccc1)OCc1ccccc1,2%,-5%,
CC(C)[C@H](NC(=O)c1ccccc1Cl)C(=O)OCC(=O)N1CCCCC1,4%,0%,
CCCC(=O)Nc1ccc(S(=O)(=O)N2CCc3ccccc32)cc1,12%,7%,
CC1CCCCC1NC(=O)Cn1cnc2c1c(=O)n(C)c(=O)n2C (stereo not given),3%,-9%,
O=C(OCc1ccccc1)c1ccc(NCc2cc(O)ccc2O)cc1,11%,7%,
CC1(C(=O)NNC(=O)c2cccc([N+](=O)[O-])c2)CC1Br (stereo not given),6%,-2%,
C[C@H](CO)N1C[C@H](C)[C@@H](CN(C)Cc2ccncc2)Oc2c(NS(=O)(=O)c3ccc(F)cc3)cccc2C1=O,2%,2%,NS5 inhibitors pilot replicate=0.6
CC(C)CN1CC(C)C(=O)N(c2ccccc2)C1=O (stereo not given),-3%,-3%,
COc1ccc(NS(=O)(=O)c2cccc(C(=O)O)c2)cc1S(=O)(=O)N1CCOCC1,8%,2%,
COc1cc(S(=O)(=O)Nc2ccc3c(c2)C(=O)N(C)C3=O)ccc1NC(C)=O,8%,8%,
c1cc(N2CCCCC2)nc(N2CCCCC2)n1,4%,-4%,
C[C@@H]1CN([C@H](C)CO)C(=O)CCCn2nncc2CO[C@@H]1CN(C)S(=O)(=O)c1ccc(F)cc1,15%,1%,

# (further entries)
SMILES,Rac1 GTP hydrolysis,NS5 inhibitors,others
Nc1cccc2cccc([N+](=O)[O-])c12,5%,-10%,
CCCn1c(CCNc2nc(-c3cccc(Br)c3)cs2)nc2ccccc21,8%,5%,NS5 inhibitors pilot replicate=-3.4
O=C(NCC(=O)N1CCN(C/C=C/c2ccccc2)CC1)c1ccc(Br)cc1,-1%,-2%,
CN(C)CCN(C)C1CN(Cc2ccc([N+](=O)[O-])cc2)S(=O)(=O)C1 (stereo not given),9%,-6%,
CC(C)[C@H](NC(=O)c1ccccc1F)C(=O)OCCN1C(=O)c2ccccc2C1=O,1%,-3%,
Cc1ccc(NC(=O)CN2CCCC2c2cccs2)cc1S(=O)(=O)N1CCCCC1 (stereo not given),3%,4%,
O=C(CCN1C(=O)/C(=C\c2ccccc2F)SC1=S)N1CCOCC1,22%,4%,
CCc1cccc2c(C(=O)COC(=O)[C@@H]3CC(O)CN3S(=O)(=O)c3ccccc3[N+](=O)[O-])c[nH]c12 (stereo not given in full),-2%,-2%,
COc1ccc(-c2ccc(CN3C(C)C(=O)N(Cc4cn(CCC5OCCO5)nn4)CCS3(=O)=O)cc2)cn1 (stereo not given),9%,3%,
OCC1OC(n2cnc3c(N4CCCCC4)ncnc32)C(O)C1O (stereo not given),-2%,1%,
COc1ccc(OCC(=O)Nc2cc(S(=O)(=O)N3CCCC3)ccc2Cl)cc1,3%,1%,
O=c1c2ccc(F)cc2sn1-c1ccccc1,36µM*,-33%,
C[C@H](CO)N1C[C@H](C)[C@@H](CN(C)Cc2ccncc2)Oc2ccc(NC(=O)Cn3cnnn3)cc2C1=O,2%,-2%,
Cc1ccc(N2CC(C(=O)OCC(=O)Nc3cccc(Cl)c3C)CC2=O)cc1 (stereo not given),9%,-2%,
COc1ccc(CCC(=O)OCC(=O)c2ccc[nH]2)cc1OC,-3%,1%,
COC(=O)C(Cc1c[nH]c2ccccc12)NC(=O)CCNC(=O)c1ccco1 (stereo not given),7%,-2%,
CCOc1ccc(NS(=O)(=O)c2cc(C(=O)N3CCN(c4ccccc4O)CC3)ccc2Cl)cc1,11%,-6%,
Cc1cc(C)n(-c2ccc(C(=O)OCC(=O)Nc3ccccc3F)cc2)n1,2%,-1%,
C[C@@H](C(=O)N=c1sc2ccccc2n1C)N1C(=O)C2CC=CCC2C1=O (stereo not given in full),-2%,-4%,
C[C@@H]1CN([C@H](C)CO)C(=O)c2cccc(NC(=O)NC3CCCCC3)c2O[C@@H]1CN(C)C(=O)Nc1ccc(C(F)(F)F)cc1,8%,-10%,
C#CCN(C[C@@H]1[C@@H](OC(=O)NCc2ccccc2F)[C@@H](OC(=O)NCc2ccccc2F)CN(C(=O)OC(C)C)N1C(=O)OC(C)C)S(=O)(=O)c1ccc(C)cc1,6%,-10%,
CC1CCN(S(=O)(=O)c2cccc(C(=O)NC3CCS(=O)(=O)C3)c2)CC1 (stereo not given),8%,-1%,
O=C(COc1ccc(F)c(Cl)c1)NC(=O)NC1CCCC1,6%,-1%,
CCOC(=O)N1CCN(C(=O)COC(=O)c2cc(Cl)cc(Cl)c2)CC1,-5%,2%,
N#CCCN(C(=O)CN1CCN(S(=O)(=O)c2ccc(Cl)s2)CC1)c1ccc(F)cc1,1%,-3%,
CCCCCCCCNS(=O)(=O)CCNCc1ccccc1,7%,-5%,
COC(=O)c1ccc(N2CC3CNC(=O)C2(C(=O)OC)N3C)cc1 (stereo not given),4%&9%,-6%&-3%,
Cc1ccc(-c2ccc(C3=CC(=O)CC(C)(C)C3=O)cc2)cc1,15%,-5%,
C[C@H](CO)N1C[C@H](C)[C@@H](CN(C)C(=O)Nc2ccccc2)Oc2ccc(NS(=O)(=O)c3ccc(F)cc3)cc2C1=O,7%,5%,
CCOC(=O)[C@H]1[C@H]2COc3ccc(Cl)cc3[C@@H]2N2C(=O)[C@@H](C)NC(=O)[C@@]12C,6%,-3%,

# Gathered by group: those above with fluorine.
SMILES,Rac1 GTP hydrolysis,NS5 inhibitors,others
COc1ccc(S(=O)(=O)N2CCOCC2)cc1NC(=O)/C=C/c1ccc(F)cc1,8%,-9%,
C[C@@H]1CN([C@@H](C)CO)C(=O)CCCn2nncc2CO[C@@H]1CN(C)S(=O)(=O)c1cccc(F)c1,8%,-4%,
CC[C@]12c3[nH]c4cc(CCC(=O)N(C)C)ccc4c3CCN1C(=O)[C@@H](CC(=O)NCc1cccc(C(F)(F)F)c1)C[C@@H]2C(=O)N1CCN(C(=O)c2ccco2)CC1,9%,3%,NS5 inhibitors pilot replicate=0.6
C[C@@H]1CN([C@H](C)CO)C(=O)c2cc(NC(=O)Nc3ccc(C(F)(F)F)cc3)ccc2O[C@H]1CN(C)Cc1ccc(Cl)c(Cl)c1,5%,-6%,NS5 inhibitors pilot replicate=-0.3
C[C@H](CO)N1C[C@H](C)[C@@H](CN(C)Cc2ccncc2)Oc2c(NS(=O)(=O)c3ccc(F)cc3)cccc2C1=O,2%,2%,NS5 inhibitors pilot replicate=0.6
C[C@@H]1CN([C@H](C)CO)C(=O)CCCn2nncc2CO[C@@H]1CN(C)S(=O)(=O)c1ccc(F)cc1,15%,1%,
CC(C)[C@H](NC(=O)c1ccccc1F)C(=O)OCCN1C(=O)c2ccccc2C1=O,1%,-3%,
O=C(CCN1C(=O)/C(=C\c2ccccc2F)SC1=S)N1CCOCC1,22%,4%,
O=c1c2ccc(F)cc2sn1-c1ccccc1,36µM*,-33%,
Cc1cc(C)n(-c2ccc(C(=O)OCC(=O)Nc3ccccc3F)cc2)n1,2%,-1%,
C[C@@H]1CN([C@H](C)CO)C(=O)c2cccc(NC(=O)NC3CCCCC3)c2O[C@@H]1CN(C)C(=O)Nc1ccc(C(F)(F)F)cc1,8%,-10%,
C#CCN(C[C@@H]1[C@@H](OC(=O)NCc2ccccc2F)[C@@H](OC(=O)NCc2ccccc2F)CN(C(=O)OC(C)C)N1C(=O)OC(C)C)S(=O)(=O)c1ccc(C)cc1,6%,-10%,
O=C(COc1ccc(F)c(Cl)c1)NC(=O)NC1CCCC1,6%,-1%,
N#CCCN(C(=O)CN1CCN(S(=O)(=O)c2ccc(Cl)s2)CC1)c1ccc(F)cc1,1%,-3%,
C[C@H](CO)N1C[C@H](C)[C@@H](CN(C)C(=O)Nc2ccccc2)Oc2ccc(NS(=O)(=O)c3ccc(F)cc3)cc2C1=O,7%,5%,

# This is a subset (hit frequency here may not be typical).
